RORA act: RORA (human) activation | P35398 | CHO-K1 Gal4-RORA LBD luciferase reporter, luminescence; percent increase over mock-subtracted basal signal | activation, % at 10 µM | 1.5% of 65,000 active | AID 560;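 active = activation above the mean of all tested compounds plus 3 SD, cut at about 49% in these data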;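 also: 0% = DMSO-treated RORA cells and 100% = added signal equal to DMSO minus mock-transfected cells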
SF1 activator: SF-1 (human) activation. Q13285. CHO-K1 Gal4-SF-1 LBD luciferase reporter; % increase over DMSO SF-1-specific signal. activation, % at 10 µM. 1.9% of 65,000 active;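 active = activation above the mean activation of all tested compounds plus 3 SD, cut at about 50% in these data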
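Assay system: CHO-K1 cells co-transfected with Gal4 DBD–human SF-1 LBD, 5xGal4 luciferase reporter; doses: 10 µM only; incubation: 20 h compound exposure at 37 °C after 1 h cell settling; signal: luciferase light emission; evaluation: percent activation versus DMSO; repeats: one test per compound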
MKP-1 inh: inhibitors of human MKP-1 phosphatase | P28562 | recombinant MKP-1, OMFP hydrolysis fluorescence | inhibition, %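 (compounds tested at a single concentration somewhere between 10 and 100 µM)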 | 0.15% of 65,000 active;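 active = inhibition above about 50%, limit read from the data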;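 also: 0% = DMSO max control wells and 100% = wells with enzyme stopped by NaOH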
Target sequence (P28562 whole entry, looked up): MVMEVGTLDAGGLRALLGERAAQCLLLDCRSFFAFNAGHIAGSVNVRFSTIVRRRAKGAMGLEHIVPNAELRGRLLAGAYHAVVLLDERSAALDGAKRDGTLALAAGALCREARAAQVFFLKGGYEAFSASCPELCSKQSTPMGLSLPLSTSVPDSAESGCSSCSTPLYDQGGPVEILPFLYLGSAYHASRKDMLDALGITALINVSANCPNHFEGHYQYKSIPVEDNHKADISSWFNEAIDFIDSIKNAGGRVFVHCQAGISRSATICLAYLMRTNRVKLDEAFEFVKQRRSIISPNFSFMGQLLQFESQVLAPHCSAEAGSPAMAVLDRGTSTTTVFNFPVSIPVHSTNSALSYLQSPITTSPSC
Cdc25B block: inhibitors of human Cdc25B phosphatase. recombinant Cdc25B, OMFP fluorescence Ex485/Em525. inhibition, %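 (compounds tested at 10 µM final in the well)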. 0.1% of 65,000 active; in the data active = inhibition above about 50%
TNAP act mid DEA: human TNAP activation, intermediate phosphate acceptor | purified TNAP, CDP-star luminescence, 100 mM DEA, 30 min; hits give high values; scale: 0 levamisole-inhibited, 1 vehicle-only enzyme | activation factor at 20 µM | 64,000 tested, under 10 active | AID 813;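 active = activation factor of at least 2 at 20 µM, relative to controls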
HER2 expr 66K: Her2 kinase expression inhibition; SKBR-3 HER2 protein level, AlphaScreen, 18-24 h; hits give low values; HER2 level % of control, % at 10 µM; 0.69% of 65,000 active;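 active = HER2 level under 5% of the carrier-only control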;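 also: 100% = DMSO carrier and 0% = 500 nM PU-H71 HSP90 inhibitor; lower value means stronger loss of Her2 protein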
D1 mod: allosterically modulates the human D1 dopamine receptor; HEK293 D1, CRE-luciferase, dopamine EC30 potentiation; actives deviate in either direction; B-score at 10 µM; 5.9% of 58,000 active; AID 641;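 active = luminescence count or its row- and column-corrected plate score outside the 99.7% band of the plate's sample wells, on either side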
Target sequence (P21728 whole entry, looked up): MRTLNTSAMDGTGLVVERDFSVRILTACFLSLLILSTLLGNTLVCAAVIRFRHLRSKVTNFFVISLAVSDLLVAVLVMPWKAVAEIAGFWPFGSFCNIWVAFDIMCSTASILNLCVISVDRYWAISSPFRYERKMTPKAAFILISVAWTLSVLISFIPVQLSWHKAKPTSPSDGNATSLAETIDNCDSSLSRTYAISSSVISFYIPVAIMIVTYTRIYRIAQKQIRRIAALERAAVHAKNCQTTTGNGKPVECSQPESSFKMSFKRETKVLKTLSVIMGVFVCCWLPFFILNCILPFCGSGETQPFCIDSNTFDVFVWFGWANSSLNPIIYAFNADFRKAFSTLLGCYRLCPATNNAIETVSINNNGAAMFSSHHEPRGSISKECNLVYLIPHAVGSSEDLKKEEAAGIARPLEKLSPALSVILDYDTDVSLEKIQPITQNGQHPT
FXIIa inh mix: blocks human factor XIIa in pooled compound mixtures | purified FXIIa, fluorogenic substrate | inhibition, % at 5 µM | 0.2% of 62,000 active; in the data active = inhibition above about 20%, passing the limit was not always enough;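 also: 0% = enzyme without compound and 100% = no enzyme blank; some results filed as inactive read as strong as hits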
Hsp90 block: displaces geldanamycin probe from tumor Hsp90. NCI-N417 lysate Hsp90, Cy3B-geldanamycin FP displacement. inhibition, % at 30 µM. 0.35% of 64,000 active. AID 429;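 active = inhibition above 50%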;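 also: 0% = tracer plus lysate wells and 100% = tracer alone without lysate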
The depositor's hits bear a star; / = no result given; & = joins results of further samples.

SMILES	RORA act	SF1 activator	MKP-1 inh	Cdc25B block	TNAP act mid DEA	HER2 expr 66K	D1 mod	FXIIa inh mix	Hsp90 block
COc1ccc(CCN2C(=O)CC(C(N)=O)SC2=Nc2ccccc2)cc1OC (configuration not stated)	10	5	2	-10	0.9	132	-0.13	10	1
CC(C(=O)Nc1ccc(S(=O)(=O)N2CCOCC2)cc1)N(c1ccccc1)S(C)(=O)=O (configuration not stated)	-8	10	-8	2	0.9	89	-0.56	-10	0
COCCn1nnnc1C(C(C)C)N1CCOCC1 (configuration not stated)	8	-17	-18	-5	1	85	-0.48	4	5
CCOc1cc(C2C(C#N)=C(N)Oc3n[nH]c(-c4ccccc4)c32)ccc1O (configuration not stated)	-14	17	14	65*	0.6	98	3.8*	5	1
COc1cc2c(cc1OC)C(c1ccc3c(c1)OCO3)CC(=O)N2 (configuration not stated)	-1	-5	6	1	0.9	111	0.2	9	-4
Nn1cnnc1SCC(=O)Nc1ccc(C2CCCCC2)cc1	40	54*	11	-9	0.9	110	-4.3*	13	-3
Cc1ccccc1C(=O)N1CCCN(C(=O)c2ccccc2C)CC1	-24	5	16	5	0.9	91	-0.55	-7	-3
C#CCN(C)Cc1ccccc1	-5	-4	-4	8	0.9	109	0.94	4	-1&0
O=C(O)Cc1ccc2[nH]c3ccc(CC(=O)O)cc3c2c1	10	-8	6	-5	0.9	110	-0.7	-21	-2
O=CN1CCN(C2CC(=O)N(c3ccc(Br)cc3)C2=O)CC1 (configuration not stated)	8	3	-17	5	0.9	91	-0.31	6	3
CN(c1ccccc1C(=O)N1CCOCC1)S(C)(=O)=O	1	-10	-4	-2	1	117	0.32	-7	0
CCOc1ccc(C(C)=O)cc1N1C(=O)C2C3C=CC(C3)C2C1=O (configuration not stated)	-24	1	24	1	0.9	97	/	13	2
N#Cc1c(N)nc2c(c1-c1ccccc1)CCCC2	0	-18	2	-7	1	103	/	-2	0
COc1ccccc1NC(=O)N1CCCC1C(=O)NCc1ccccc1F (configuration not stated)	-16	-13	-6	-5	0.9	86	0.16	2	1
Nc1ccc2oc(-c3cccc(Br)c3)nc2c1	23	48	6	6	0.9	80	-0.53	6	0
Cc1nn(C)cc1CN(C)C(=O)c1nn2c(c1Cl)NC(c1cccs1)CC2C(F)(F)F (configuration not stated)	-9	-13	31	-1	0.9	94	-0.58	-2	0
CCN(CC)C(=O)CSCC(=O)Nc1ccccc1	-7	6	0	-3	0.9	98	1.2	12	-1
O=C(c1ccc2c(c1)OCO2)N1CCN(c2ccccc2F)CC1	13	6	15	-16	1	135	-0.55	-1	-2
COC(=O)c1cccc(NC(=O)Cn2cnc3ccccc3c2=O)c1	5	-1	30	1	0.9	130	0.93	-4	-1
CCOC(=O)c1ccc(NC(=O)CCc2nc(-c3ccc(C)cc3)no2)cc1	44	-4	17	-5	1	57	-0.55	3	2
CCOc1cc(C(=S)N2CCN(C)CC2)ccc1OCC(=O)N1CCOCC1	-4	2	7	3	1	83	-0.061	6	-3
COC(=O)c1cc(NC(=O)c2ccoc2C)cc(C(=O)OC)c1	-12	11	-4	-2	0.9	136	0.027	11	1
Cc1ccc(C2C(C#N)=C(N)Oc3n[nH]c(C)c32)cc1 (configuration not stated)	-9	-3	5	-25	0.9	132	-0.16	3	-3
Nc1nonc1C(=Nc1ccccc1)NO	-11	0	-24	-16	0.9	99	0.58	5	-2
COc1ccccc1CNS(=O)(=O)c1ccc2[nH]cc(C(=O)O)c(=O)c2c1	0	19	6	2	0.9	97	-2.1	-3	-1

(more compounds)
SMILES	RORA act	SF1 activator	MKP-1 inh	Cdc25B block	TNAP act mid DEA	HER2 expr 66K	D1 mod	FXIIa inh mix	Hsp90 block
Oc1c(C=Nc2cccnc2)sc2ccccc12	-3	5	-35	-19	0.9	73	-3.6	/	-7
CC(O)[C@H](NC(=O)C1(c2ccccc2)CCN(C(=O)OC(C)(C)C)CC1)C(=O)O (some centres not stated)	-7	-6	-28	-7	0.9	108	0.32	5	-2
CCN1CCc2c(C#N)c(NCc3ccccc3)nc(N(CC)CC)c2C1	-11	-4	-46	10	0.9	77	/	/	-7
CC1CCC(C(=O)NC(C(=O)N2CCC(N3CCCCC3)CC2)C(C)C)CC1 (configuration not stated)	9	14	3	-1	0.9	89	0.91	5	-9
CC1CCCCN1CCNc1nc(=S)[nH]c2ccccc12 (configuration not stated)	-20	-6	-3	-8	0.9	103	-0.89	9	-3
CCCc1ccc(-c2ccc(F)c(N)c2)nc1	-69	-60	11	-1	1	77	-7.4*	-13	-2
CC(C)(C)OC(=O)N1CCC(C(=O)N[C@H](Cc2ccccc2)C(=O)O)CC1	3	-5	-9	6	0.9	106	-0.18	9	1
CC(=O)Nc1ccc(NC(=O)Oc2ccccc2)cc1	-31	-6	4	-6	0.9	95	-0.18	-18	10
CCn1c(SCC(=O)NCc2ccc(C)cc2)nnc1-c1ccncc1	-10	12	10	-10	1	214	0.34	-25	-1
OCc1nn2c(c1Br)NC(c1ccccc1)CC2C(F)(F)F (configuration not stated)	2	-2	4	-5	1	72	0.58	-2	-2
O=C(Cc1cccs1)Nc1nc2c(s1)CCCC2	45	41	2	-2	0.9	109	-0.3	6	-20
COc1ccc(C)cc1S(=O)(=O)N(CC(=O)O)c1ccccc1	-2	8	0	-1	1	128	-0.025	4	-1
Cc1cc(Br)c(S(=O)(=O)NCCN2CCOCC2)cc1C	-15	-6	10	-23	0.9	194	-0.15	-3	/
CCOc1ccc2nc(NCCNC(=O)CC)c(C#N)cc2c1	10	-2	-12	-8	1	114	0.69	12	-1
COC(=O)C1=C(N)Oc2cc(C)n(CC3CCCO3)c(=O)c2C1c1ccccc1OC (configuration not stated)	-6	-3	-17	-14	0.9	97	0.33	3	0
O=[n+]1c2c(n([O-])c3cc(F)c(N4CCCC4)cc31)CCC2	-11	27	6	-6	0.8	101	0.23	-16	11
Cc1nnc2n(C3CCCCC3)c(=O)c3c4c(sc3n12)CCC4	-14	1	11	-2	1	114	-0.56	12	-4
CC(=O)Nc1cccc(NC(=O)Nc2ccc(C(C)=O)cc2)c1	20	3	11	-5	0.9	91	-1.7	24	-3
c1ccc(Cn2ccnc2-c2ccco2)cc1	17	39	-2	-6	1	95	-0.66	5	-11
CC(C)C(=O)NC(C)C(c1cccs1)N1CCN(c2ccccc2)CC1 (configuration not stated)	-12	5	6	-8	/	106	-0.26	/	-2
O=S(=O)(NC1CCCCC1)c1ccc(Br)cc1	-14	5	5	-4	0.9	118	-0.13	-4	-3
Cc1cc(C)nc(N2CCCC(C(=O)Nc3nc4ccc(S(C)(=O)=O)cc4s3)C2)n1 (configuration not stated)	-14	7	30	4	0.9	58	0.71	11	0
O=C(c1cccc2c1-c1ccccc1/C2=N/O)N1CCCCC1	-15	2	11	4	0.9	92	-1.1	5	-4
CCOC(=O)N1CCN(c2ncnc3c2oc2nc(C)c4c(c23)CC(C)(C)OC4)CC1	-12	9	-6	0	0.9	80	1.7	-6	2
COCc1[nH]nc2c1C(c1ccccc1OC)C(C#N)=C(N)O2 (configuration not stated)	-25	-13	-17&-4	-21&-15	0.9	83&93	-1.9	/	-1&-2

Four compounds from above, limited to Cdc25B block and FXIIa inh mix.
Molecule	Cdc25B block	FXIIa inh mix
CC(=O)Nc1cccc(NC(=O)Nc2ccc(C(C)=O)cc2)c1	-5	24
c1ccc(Cn2ccnc2-c2ccco2)cc1	-6	5
CC(C)C(=O)NC(C)C(c1cccs1)N1CCN(c2ccccc2)CC1 (configuration not stated)	-8	/
O=S(=O)(NC1CCCCC1)c1ccc(Br)cc1	-4	-4

New compounds follow.
SMILES	RORA act	SF1 activator	MKP-1 inh	Cdc25B block	TNAP act mid DEA	HER2 expr 66K	D1 mod	FXIIa inh mix	Hsp90 block
O=C(c1cccc(F)c1)N1CCN(C(=O)c2nn3cccnc3c2Cl)CC1	-14	4	2	-13	0.9	89	-0.082	1	-9
O=C(Cc1ccccc1)n1nc(-c2ccccc2)nc1NCc1ccco1	8	50*	3	-12	0.6	106	-0.65	0	1
CC1(c2ccc(Cl)cc2Cl)OCC(Cn2ccnc2)O1 (configuration not stated)	8	6	4	5	1	74	-0.01	8	-1
Oc1c(CN2CCc3ccccc3C2)cc(Cl)c2cccnc12	-12	-29	3	-10	1.1	6	/	4	0
CCOc1ccc(-n2c(Cc3cc(=O)[nH]c(=O)[nH]3)nnc2SCC(=O)NC2CCCC2)cc1	14	1	2	-6	1	100	-0.082	4	1
CCn1c(C(=O)NCCCN2CCc3ccccc3C2)cc2sccc21	-18	3	6	-23	1	119	/	4	-5
Cc1ccnc(SCCn2c(N3CCN(c4ccccc4)CC3)nc3c2c(=O)[nH]c(=O)n3C)n1	-2	31	31	-1	1	78	-4.5*	-2	-2
N#Cc1ccc(N2CCN(C(=O)c3cccc(F)c3)CC2)c(F)c1	1	13	1	-7	1	103	0.0031	1	0
CCn1c(CSc2nc3ccccc3s2)nc2ccccc21	/	/	13	-21	1	94	0.0061	4	/
COc1cccc(C2c3c(oc4ccccc4c3=O)C(=O)N2CCCN2CCOCC2)c1 (configuration not stated)	16	6	10	-1	1	95	1.6	13	-6
COC(=O)c1nnn(-c2nonc2N)c1CN1CCc2ccccc21	30	22	27	1	1	77	0.94	5	-6
Nc1cc(C2CCCC2)nn1-c1ccccc1	62*	49	7	-16	0.9	105	0.021	1	/
CCOc1ccc(C(=O)N2CCN=C2SC)cc1OCC	0	3	9	11	1	104	3.8	5	2
CCN(CC)c1nc(Nc2ccccc2)nc(Oc2ccc(=O)[nH]n2)n1	3	8	17	-7	0.8	/	2.1	-8	-1
O=C(c1cc(-c2ccco2)on1)N1CCN(C(c2ccccc2)c2ccccc2)CC1	-4	-18	4	-4	0.9	83	-0.4	8	-8
Cc1cc(C)n(-c2nc(C)nc(N)n2)n1	24	10	22	4	1	115	1.3	9	4
CC1=C(C)CC(C(=O)Nc2cccc(Cl)c2)C(C(=O)O)C1 (configuration not stated)	-4	-13	2	-6	1	102	0.17	-15	-2
COc1ccc(NC(=O)CN2CCN(S(=O)(=O)c3ccc(Cl)cc3)CC2)cc1Cl	-2	8	5	-1	0.9	122	/	5	-1
CC1CN(c2nc3ccccc3nc2C(C#N)C(=O)OC2CCCCC2)CC(C)O1 (configuration not stated)	-2	-19	2	2	0.8	72	0.01	3	-1
O=C(NC1CCCCC1)N(CCN1CCCC1)Cc1cc2cc3c(cc2[nH]c1=O)OCCO3	8	7	6	-4	0.9	78	-0.17	7	-2
O=C(NCCCN1CCCC1=O)c1nnc(Cc2c(F)cccc2Cl)o1	19	-2	19	-10	0.9	117	-0.68	4	2
CCCNS(=O)(=O)c1ccc(OCC(=O)Nc2ccccc2F)cc1	-13	-3	8	-8	0.8	201	-1.4	12	-1
CCOc1ccccc1Oc1coc2cc(OC(=O)c3ccco3)ccc2c1=O	4	13	6	-3	0.9	102	-0.027	3	-3
COc1ccc(OC)c(C(=O)c2coc3ccc(O)cc23)c1	18	17	6	-4	0.9	68	-0.14	2	-2
COc1ccc(Cl)cc1NC(=O)NC(C)c1ccncc1 (configuration not stated)	-8	5	-11	-1	1	95	-1	11	3
CCCc1nc(SCc2ccccn2)c2c(=O)n(C)c(=O)n(C)c2n1	18	-1	3	-17	0.9	87	/	6	-2

Sorted by length of the SMILES (low to high): 4 of the compounds above
SMILES	RORA act	SF1 activator	MKP-1 inh	Cdc25B block	TNAP act mid DEA	HER2 expr 66K	D1 mod	FXIIa inh mix	Hsp90 block
CCn1c(C(=O)NCCCN2CCc3ccccc3C2)cc2sccc21	-18	3	6	-23	1	119	/	4	-5
CCCNS(=O)(=O)c1ccc(OCC(=O)Nc2ccccc2F)cc1	-13	-3	8	-8	0.8	201	-1.4	12	-1
CC1=C(C)CC(C(=O)Nc2cccc(Cl)c2)C(C(=O)O)C1 (configuration not stated)	-4	-13	2	-6	1	102	0.17	-15	-2
N#Cc1ccc(N2CCN(C(=O)c3cccc(F)c3)CC2)c(F)c1	1	13	1	-7	1	103	0.0031	1	0
